EPAC2 ag: agonists of human EPAC2 (RAPGEF4); AID 720711; hit rate 0.079% among 360,000; EPAC2 activation, biochemical qHTS; response scale: 100% = 6.5 mM cAMP response; Potency, µM (titrated, usually from 154 µM), for inactives: top-dose activation, actives largely listed as activators; also: potency is read from the fitted curve at half-maximal effect; nearly all actives have a fitted effect of over 50% in size
Target sequence (Q8WZA2 whole entry, looked up): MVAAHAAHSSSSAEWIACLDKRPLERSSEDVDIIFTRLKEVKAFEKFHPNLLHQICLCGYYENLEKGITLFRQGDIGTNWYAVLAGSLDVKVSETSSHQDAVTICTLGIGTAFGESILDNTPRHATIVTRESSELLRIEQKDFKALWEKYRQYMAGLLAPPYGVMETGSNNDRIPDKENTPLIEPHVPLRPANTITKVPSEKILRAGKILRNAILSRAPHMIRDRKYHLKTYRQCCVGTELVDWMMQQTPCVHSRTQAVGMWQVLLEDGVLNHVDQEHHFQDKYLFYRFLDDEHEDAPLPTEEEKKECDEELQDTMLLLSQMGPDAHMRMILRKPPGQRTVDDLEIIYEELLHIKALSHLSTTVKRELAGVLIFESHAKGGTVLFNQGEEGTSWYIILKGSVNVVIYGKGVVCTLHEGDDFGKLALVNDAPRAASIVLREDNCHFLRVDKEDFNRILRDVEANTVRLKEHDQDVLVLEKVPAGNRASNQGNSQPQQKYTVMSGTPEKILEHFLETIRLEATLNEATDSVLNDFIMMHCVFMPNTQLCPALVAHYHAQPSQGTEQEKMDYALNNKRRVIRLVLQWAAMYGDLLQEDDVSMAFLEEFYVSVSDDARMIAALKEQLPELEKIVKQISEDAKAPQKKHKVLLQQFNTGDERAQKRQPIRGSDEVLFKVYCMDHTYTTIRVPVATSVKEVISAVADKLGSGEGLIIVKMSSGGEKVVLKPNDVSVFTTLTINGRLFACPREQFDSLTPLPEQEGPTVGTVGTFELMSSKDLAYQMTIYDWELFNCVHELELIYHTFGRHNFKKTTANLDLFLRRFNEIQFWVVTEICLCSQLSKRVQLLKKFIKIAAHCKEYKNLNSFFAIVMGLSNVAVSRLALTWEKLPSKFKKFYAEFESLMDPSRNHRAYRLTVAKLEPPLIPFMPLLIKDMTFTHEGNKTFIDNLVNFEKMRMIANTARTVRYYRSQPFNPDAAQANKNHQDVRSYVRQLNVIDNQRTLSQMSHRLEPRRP
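Compounds were added across a concentration range to EPAC2 (100 nM), RAP1B-BODIPY-GDP (250 nM) and GDP (50 uM). After 5 min at room temperature, fluorescence was recorded at 5-min intervals for 30 min.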
CCT modulator: cytosolic chaperonin activity modulation; hit rate 0.3% among 360,000; AID 651819; activity change, % (no concentration beside the values), hits read low; purified chaperonin ATPase assay, HTRF ADP detection, 30 min; in the data active = activity change below about -30%; also: % is scaled to controls: 0 for no effect and ±100 for the full control effect
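TRiC (40 or 20 nM final, by batch activity) in 30 mM Tris pH 7.4, 100 mM KCl, 5 mM MgCl2, 1 mM DTT was treated with compound at 76 uM single dose, then 10 uM ATP, 30 min at 37 °C. ADP was read by HTRF Transcreener.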
pAkt inh: Akt phosphorylation inhibition. AID 651550. Neuro2A IGF-stimulated pAkt S473 HTRF, 20 min; active compounds read low. activity change, % for hits at 50 µM. hit rate 0.32% among 360,000; in the data active = activity change below about -80%; inconclusive = mostly about -51% to -80%; also: % is scaled to controls: 0 for no effect and ±100 for the full control effect
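Neuro2A cells (4,500/well, DMEM with 0.5% FBS) were treated with compound at a single 50 µM final concentration, stimulated with 6 nM IGF for 20 min at 37 °C, and lysed. Phospho-Akt Ser473 was read by HTRF as 665/615 ratio ×10^4.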
A549 viability: counter-screen for Nrf2 inhibitors: cytotoxicity in A549 cells | A549 ARE-Fluc cells, CellTiter-Fluor viability, 18-24 h | hit rate 0.16% among 390,000 | Potency, µM (titrated, usually from 46 µM), without a hit: top-dose activity change, negative = cytotoxicity, usual class: inhibitors | AID 504648; also: potency is read from the fitted curve at half-maximal effect; % is scaled to controls: 0 for no effect and ±100 for the full control effect
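Cytotoxicity counterscreen: CellTiter-Fluor fluorescence was measured in A549 ARE_Fluc cells after 18-24 h of compound exposure in a concentration series. The subsequent BugLite luminescent read reports ARE-luciferase activity.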
Nrf2 ARE act: activates Nrf2 signaling. AREc32 ARE-luciferase reporter (MCF7-derived line), luminescence, 24 h. Potency, µM (highest dose often 46.1 µM), inactives show at the highest dose activation, actives largely listed as activators. hit rate 0.31% among 410,000; also: potency is read from the fitted curve at half-maximal effect; % of control where 0% means no effect; nearly all actives have a fitted effect of over 65% in size
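Luciferase luminescence (Steady-Glo, 30 min at room temperature) served as the read-out of ARE activation in AREc32 cells treated with compounds for 24 hr at 37 deg C.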
EPAC2 antag: antagonists of human EPAC2 | EPAC2 GEF exchange of Rap1B-BODIPY-GDP, fluorescence | Potency, µM (doses to about 114 µM), inactives show at the highest dose activity, negative = inhibition, hits mostly inhibitors | hit rate 0.18% among 360,000 | AID 720708; also: potency is read from the fitted curve at half-maximal effect; % is scaled to controls: 0 for no effect and ±100 for the full control effect; nearly all actives have a fitted effect of over 45% in size; many of its hits are not listed in these tables
Nrf2 inh: blocks Nrf2 signaling; Potency, µM (doses to about 46 µM), without a hit: top-dose activity change, negative = inhibition, most hits filed as inhibitors; A549 ARE-Fluc reporter, luciferase luminescence, 18-24 h; hit rate 2.1% among 360,000; also: potency is read from the fitted curve at half-maximal effect; % is scaled to controls: 0 for no effect and ±100 for the full control effect; nearly all actives have a fitted effect of over 60% in size
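A549 ARE_Fluc cells, 5000/well, 5% FBS OPTI-MEM; compounds in dose-response, 18-24 h at 37 °C/5% CO2; CellTiter-Fluor viability read (Ex 405/Em 525), then BugLite luciferase luminescence = Nrf2 activity.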
TGFb SMAD3 inh: blocks TGF-b signaling; HepG2 CAGA-GFP TGF-b/SMAD3 reporter, GFP fluorescence, 18 h; TGF-beta stimulated, 500 pg/mL final; Potency, µM (series often up to 46.1 µM), without a hit: at the top dose activity, negative = inhibition, most hits filed as inhibitors; AID 588855; hit rate 1.2% among 410,000; also: potency is read from the fitted curve at half-maximal effect; % is scaled to controls: 0 for no effect and ±100 for the full control effect; nearly all actives have a fitted effect of over 65% in size
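HEPG2 CAGA-GFP reporter cells (1000/well, DMEM with 1% FBS) received compounds, then recombinant TGF-beta at 500 pg/mL final for 18 hours at 37 degrees C. Per-cell GFP summed per well was normalised to unstimulated and stimulated DMSO controls before curve fitting.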
Mm-Cpn inhibitor: inhibitors of Methanococcus maripaludis chaperonin (MmCpn). purified Mm-Cpn ATPase, ADP Transcreener TR-FRET. Potency, µM (doses to about 76.9 µM), for the others: top-dose activity, negative = inhibition, usual class: inhibitors. hit rate 0.031% among 330,000. AID 504842; also: potency is read from the fitted curve at half-maximal effect; % is scaled to controls: 0 for no effect and ±100 for the full control effect; nearly all actives have a fitted effect of over 80% in size
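Eu-cryptate anti-ADP/ADP-d2 competition gives a ratio inversely related to ADP. Enzyme at 25 nM was pre-exposed to compound for 10 min, then given 10 uM ATP for 30 min, 37°C throughout.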
Active calls of the source: *; i = inactive; ? = inconclusive; nt = not tested or not shown; [ ] = another dose, or the depositor's remark. Unless noted, calls follow the shape of the dose curve; as a rule, active = well fitted curve in the direction sought with a large enough effect; inconclusive = small, poorly fitted or top-dose-only effect, or another doubt; inactive = no such curve, though single readings can be large; an effect the other way counts as inactive or inconclusive.

SMILES | EPAC2 ag | CCT modulator | pAkt inh | A549 viability | Nrf2 ARE act | EPAC2 antag | Nrf2 inh | TGFb SMAD3 inh | Mm-Cpn inhibitor
CC(C)(C)c1ccc(C(=O)Nc2ccc(N3CCOCC3)cc2)cc1 | 4.0% | -3.1 | i | -4.8% | 0.1% | -3.9% | ? | -20.3% | -2.5%
Nc1nc(SCc2ccccc2)c2ncn(CCO)c2n1 | -2.8% | 0.8 | i | -3.0% | 4.5% | -3.3% | -10.1% | 6.3% | nt
CCOC(=O)[C@H]1[C@H]2COc3cc(OC)ccc3[C@@H]2N2C(=O)CN(CCc3c[nH]c4ccccc34)C(=O)[C@@]12C | 6.4% | 0.0 | i | -2.9% | 1.0% | -10.1% | 4.2% | 1.1% | -5.7%
Cc1cccn2c(=O)c3cc(S(=O)(=O)c4ccc(Br)cc4)c(=N)n(C4CCCC4)c3nc12 | 1.5% | -3.8 | i | 0.6% | 0.2% | 11.2% | 6.6% | 6.3% | 0.5%
COC(=O)c1nnn(-c2nonc2N)c1CSc1nnc(N)s1 | -3.0% | -0.2 | i | 3.5% | 0.0% | 17.8% | -13.5% | -17.0% | 0.1%
CCCCCC(=O)Nc1nc(C)c(-c2csc(Nc3ccccc3OC)n2)s1 | 2.4% | -15.7 | i | -9.5% | -1.3% | 1.3% | 4.2% | -18.9% | ?
COc1cc(Cl)c(C)cc1NC(=O)c1ccccc1NC(=O)CN1CCN(c2ccccn2)CC1 | 12.2% | 1.3 | i | -22.2% | 0.0% | -0.1% | ? | 19.4% | nt
Cc1c(NC(=O)CC(O)(C(F)(F)F)C(F)(F)F)c(=O)n(-c2ccccc2)n1C | 8.7% | -3.6 | i | -1.8% | -1.1% | -2.4% | -14.2% | 2.4% | 1.8%
CCC1ON(C(C)C)C2c3nc4ccccc4n3CC12 (stereo not given) | -5.5% | -0.6 | i | -0.6% | 0.0% | 10.5% | 21.6% | 0.9% | 1.3%
Cc1ccc(NC(=O)CSc2nc(-c3ccc(F)cc3)nc3c2Cc2c(CO)cnc(C)c2O3)cc1C | nt | nt | nt | -3.6% | -0.1% | nt | ? | 2.0% | nt
Cc1ccc(CN2CCN(/N=C/c3cccs3)CC2)cc1 | 18.3% | -2.5 | i | 14.5% | 0.6% | 0.3% | 14.8% | -18.3% | -1.4%
N#CCc1ccc(NC(=O)c2ccc(S(=O)(=O)N3CCOCC3)cc2)cc1 | -3.3% | -0.8 | i | -15.0% | 0.3% | 1.8% | -6.7% | 2.8% | -0.3%
O=S(=O)(/N=C(\c1ccc(F)cc1)N1CCOCC1)c1ccccc1 | -5.4% | -0.1 | i | nt | -0.4% | -8.4% | nt | -8.4% | nt
COC(=O)c1ccc(NC(=O)Nc2ccc(C)cc2)cc1 | 5.4% | -3.5 | i | -4.2% | -0.2% | 5.0% | -0.6% | 32.4%[activator] | 0.3%
Cn1nccc1C(=O)N1CCN(c2cccc(Cl)c2)CC1 | 4.3% | -1.8 | i | -8.0% | -0.4% | -5.5% | -21.9% | 4.0% | -1.5%
Cc1nc2c(-c3ccc(Cl)cc3)cnn2c(N)c1-c1ccc(F)cc1 | 5.4% | -1.9 | i | -3.5% | 2.4% | -10.9% | ? | -7.2% | -1.3%
O=C1NCCCc2nc(Oc3ccccc3)sc21 | 3.2% | -2.7 | i | -1.1% | 1.7% | 15.8% | 6.2% | ? | -4.2%
Cc1ccc2[nH]c3c(c2c1)CN(C(=O)CN(C)CC1OCCO1)CC3 | 4.8% | 0.1 | nt | 4.2% | 0.4% | 7.4% | ? | 0.0% | -2.2%
Cc1ccc(C(=O)NNC(=O)c2cccc(S(=O)(=O)N3CCOCC3)c2)cc1 | 8.8% | -1.0 | i | 1.9% | 0.0% | 12.1% | 1.2% | -3.7% | 1.4%
Cc1c(OCC(=O)NCC2CCC(C(=O)O)CC2)ccc2c3c(c(=O)oc12)CCC3 (stereo not given) | -3.2% | -1.4 | i | -3.8% | -0.3% | 9.0% | -6.4% | 34.6%[activator] | -2.1%
O=C(COC(=O)CCc1c[nH]c2ccccc12)Nc1cccc(Cl)c1 | 4.0% | 0.8 | i | nt | 0.0% | 0.7% | nt | -5.4% | nt
COc1cc(OC)nc(Nc2nc(C(N)Cc3ccc(F)cc3)cs2)n1 (stereo not given) | 9.4% | -0.6 | i | nt | -3.6% | 16.5% | nt | ? | nt
COc1ccc(-c2c3c(nc4sc5c(Cl)nc(C)nc5c24)CCC3)cc1 | 2.5% | 1.4 | i | -0.8% | 0.4% | 13.2% | 1.7% | 3.0% | -0.2%
COc1ccc2c(C)cc(N3CCN(c4ccc(F)cc4)CC3)nc2c1 | 18.0% | 1.1 | i | 12.3% | 5.5% | -8.1% | 9.9% | ? | 0.1%
CCn1cc(CNCc2cn[nH]c2-c2cc3ccccc3o2)cn1 | -0.1% | 0.6 | i | -2.8% | 2.4% | 2.3% | -1.4% | 1.8% | -10.7%
Cc1cc(=O)oc2cc(OCC(=O)OCC(=O)Nc3ccc(C(N)=O)cc3)ccc12 | -2.5% | -1.4 | i | -0.1% | 0.2% | -2.8% | -10.4% | -0.1% | -0.4%
COc1cc(C(=O)NCC(=O)N2CCN(S(=O)(=O)c3cc(C)ccc3C)CC2)cc(OC)c1OC | 6.7% | -0.1 | i | -16.0% | -0.4% | -16.8% | 11.2% | ? | 1.2%
CCC(C)NCCCOc1ccc(Cl)cc1C(C)(C)C (stereo not given) | 8.2% | -1.4 | i | 11.5% | -0.3% | -4.0% | -3.6% | -25.2% | 0.2%
COc1ccc(-c2c(C)nn3c(C(F)(F)F)cc(C)nc23)cc1 | 2.0% | 1.4 | i | nt | 5.6% | -15.5% | nt | 6.5% | nt
COc1cccc(N(CC(=O)NCCSCc2ccc(Cl)cc2)S(C)(=O)=O)c1 | 13.8% | 1.2 | i | -0.1% | -0.9% | 18.0% | -5.6% | -27.0% | 0.7%
CC(=O)Nc1ccc(OCCOc2ccc(NC(C)=O)cc2)cc1 | -3.4% | 1.3 | i | 14.7% | -0.2% | 10.6% | 11.8% | 2.3% | 0.2%
CCc1ccc(OCC(=O)NC2CC(C)(C)NC(C)(C)C2)cc1 | 3.3% | -12.7 | i | 11.8% | -0.2% | 4.7% | -10.6% | -3.3% | 3.1%
CN(Cc1cccs1)C(=O)CSc1nc(N)cc(N)n1 | 3.3% | 0.7 | i | -2.2% | 0.5% | 6.8% | -5.8% | 5.3% | 1.7%
CC(=O)c1cccc(N(C(=O)c2ccccn2)C(C(=O)NC2CCCCC2)c2cccs2)c1 (stereo not given) | 1.3% | 0.3 | i | -1.6% | -0.5% | -0.5% | -1.9% | -0.1% | 6.4%
CCNC(=S)N/N=C(\C)c1ccc2c(c1)OCCO2 | -1.6% | -0.9 | i | 10.3% | 2.0% | 2.3% | 0.6% | ? | -0.3%
CN1C[C@@H]2C(c3ccc(C(F)(F)F)cc3)C3(c4ccccc4)CC2(C3)[C@H]1c1ccccc1 (stereo not given in full) | 0.0% | -4.8 | i | -1.9% | -0.9% | 2.0% | 9.5% | 9.4% | 1.0%
Cc1ccccc1-n1c(=S)[nH]c2nc3c(cc2c1=O)CCCC3 | 8.3% | 0.9 | i | 6.3% | 0.5% | 2.3% | ? | 0.3% | 3.7%
Cc1ccc(S(=O)(=O)N2CCCC(C(=O)NCCC3=CCCCC3)C2)cc1 (stereo not given) | -7.7% | 0.6 | i | 0.0% | -0.7% | 3.5% | nt | -10.2% | -2.7%
Cc1c(C(=O)Nc2cccc(Oc3ccccc3)c2)sc(=O)n1Cc1ccc(F)cc1 | 5.7% | -2.9 | i | nt | 3.2% | 8.6% | nt | -8.1% | nt
CC(C)(C)OC(=O)NCc1ccc(CNC(=O)c2[nH]cnc2C(=O)N[C@@H](Cc2ccccc2)C(=O)OC(C)(C)C)cc1 | -11.6% | -2.2 | i | -15.0% | 4.7% | -15.5% | 23.1µM* | -36.4% | -0.3%
CCN(CC)C(=O)C1=C(C)N(CCCN2CCCC2=O)C(=O)C(CC(=O)NCCN2CCOCC2)C1 (stereo not given) | 13.3% | -0.8 | i | nt | 0.7% | 10.3% | nt | 1.5% | nt
Nc1nc2nccc(-c3ccco3)n2n1 | 2.2% | -1.3 | i | 1.4% | 15.6% | 2.1% | -11.4% | 3.0% | -3.1%
CC(=O)OC1(C(C)=O)CCC2C3CC(C(F)(F)F)C4=CC(=O)CCC4(C)C3CCC21C (stereo not given) | 3.1% | 1.0 | i | -6.0% | 7.08µM* | -11.0% | -14.1% | -5.5% | nt
COc1ccc(CCNC(=O)NC23CC4CC(CC(C4)C2)C3)cc1OC | -3.6% | -0.5 | i | -0.7% | 1.7% | 0.6% | nt | 0.0% | -1.3%
Cc1nc(SCC(=O)Nc2nccs2)c(C#N)c(C)c1C | 2.8% | 1.9 | i | 0.0% | -2.5% | 0.9% | -11.4% | -0.4% | -9.0%
CC(C)C1N=C(c2ccc3c(c2)OCO3)CC(c2ccccc2O)N1 (stereo not given) | 7.0% | -0.9 | i | -8.9% | ? | 4.1% | 22.9% | ? | -6.8%
O=C1OCCC1=COCCCCCCOC=C1CCOC1=O | 7.8% | -1.2 | i | nt | 3.0% | 3.7% | nt | -0.8% | nt
COC(=O)c1cc(NC(=O)c2ccc(-c3ccccc3)cc2)ccc1Cl | 1.6% | -0.3 | i | -7.0% | -0.6% | 9.8% | ? | 15.9% | -11.0%
O=C(NCCc1ccccc1)c1noc2c1CCc1ccccc1-2 | -0.1% | 1.1 | i | 1.2% | 1.5% | 7.7% | ? | -8.9% | 0.6%
CCOc1ccc2oc(C(=O)NNC(=O)c3ccccc3O)c(C)c2c1 | 1.9% | 0.6 | i | 0.2% | 3.8% | -4.0% | -0.5% | ? | -1.8%

This is a subset; count on the stated rates, not on these rows.
